Assay outcomes (PubChem)
Mdm2-MdmX inh = disrupts the human Mdm2-MdmX interaction; O15151+Q00987; AID 485346; SaOS-2 split-luciferase Mdm2/MdmX complementation, luminescence; hit rate 3% among 330,000; inhibition, % at 8 µM;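 active = inhibition of at least 50% at 8 µM in the primary screen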
Gli-Sufu block = blocks Gli-Sufu signaling in a luciferase reporter; Sufu-KO-LIGHT fibroblasts, Gli luciferase reporter luminescence; inhibition, % at 5 µM; hit rate 0.74% among 340,000;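 active = inhibition above about 55%, limit read from the data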;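 note: 0% = DMSO-treated cells and 100% = wells with medium but no cells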
EBI2 block = antagonists of human EBI2 receptor; P32249; EBI2 beta-arrestin recruitment, luminescence, 7a,25-OHC stimulated; inhibition, % at 5 µM; hit rate 0.81% among 360,000; AID 651636; in the data active = inhibition above about 38%;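 note: enzyme fragment complementation signal reports receptor beta-arrestin coupling in cells; 0% = agonist plus DMSO wells and 100% = wells without agonist; some results beyond the cut were filed as inactive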
Target sequence (P32249 whole entry, looked up, the tested form may be a part): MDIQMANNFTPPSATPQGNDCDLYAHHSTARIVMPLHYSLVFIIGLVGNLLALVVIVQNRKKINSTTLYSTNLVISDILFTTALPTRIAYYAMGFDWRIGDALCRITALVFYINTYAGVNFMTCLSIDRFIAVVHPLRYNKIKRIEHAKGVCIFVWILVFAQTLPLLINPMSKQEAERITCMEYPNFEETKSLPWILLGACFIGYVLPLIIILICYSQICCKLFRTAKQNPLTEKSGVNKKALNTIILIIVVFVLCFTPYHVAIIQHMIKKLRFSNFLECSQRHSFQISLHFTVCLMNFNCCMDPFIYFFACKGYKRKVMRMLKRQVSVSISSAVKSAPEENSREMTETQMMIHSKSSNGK
CCR6 antagonist = blocks CCL20-driven beta-arrestin recruitment at human CCR6; CHO-K1 CCR6 PathHunter beta-arrestin, luminescence, CCL20-stimulated; inhibition, % at 20 µM; hit rate 0.49% among 340,000;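 active = compounds whose inhibition of the agonist-driven luminescence signal at 20 µM reaches about 50%, limit read from the data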;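 note: cells stimulated with CCL20 at 14 nM final; plate controls were DMSO with CCL20 for no effect and DMSO without agonist for full effect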
Target sequence (P51684 whole entry, looked up): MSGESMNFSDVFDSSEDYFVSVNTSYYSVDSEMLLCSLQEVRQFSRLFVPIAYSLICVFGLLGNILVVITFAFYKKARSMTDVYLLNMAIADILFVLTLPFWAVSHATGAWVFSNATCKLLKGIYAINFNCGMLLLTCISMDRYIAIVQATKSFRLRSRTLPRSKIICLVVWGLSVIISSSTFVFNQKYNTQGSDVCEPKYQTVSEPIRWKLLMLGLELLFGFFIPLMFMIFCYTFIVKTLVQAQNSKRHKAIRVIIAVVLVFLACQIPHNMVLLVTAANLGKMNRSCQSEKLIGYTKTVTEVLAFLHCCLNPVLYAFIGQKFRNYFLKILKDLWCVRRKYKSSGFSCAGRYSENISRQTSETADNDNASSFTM
Jurkat NFkB inh = inhibitors of the PMA/ionomycin-induced NF-kB reporter in Jurkat cells; inhibition, % at 4 µM; PMA/ionomycin-induced NF-kB luciferase reporter, luminescence; hit rate 0.53% among 330,000; in the data active = inhibition above about 50%
XBP1 UPR activ = activators of adaptive arm of unfolded protein response (XBP1); CHO-XBP1 luciferase reporter, IRE1-XBP1 UPR activation, luminescence; percent of tunicamycin response, DMSO as zero; hit rate 0.33% among 330,000; activation, % at 20 µM;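 active = versus positive control, 20 µM dose yields 30% or more activation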;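 note: 100% = tunicamycin at 10 µg/mL and 0% = DMSO only wells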
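Material: IRE1-XBP1 luciferase reporter CHO line / Quantity: one thousand reporter cells per well / Buffer or medium: F12 with 10% serum / Compound: 20 µM single concentration, DMSO 1% / Times: 6 h treatment, 37 °C / Detection: Steady-Glo luciferase glow luminescence, 10 min after reagent addition / Benchmarks: tunicamycin high, DMSO low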
UPR CHOP act = activators of apoptotic arm of unfolded protein response (CHOP) | CHO-CHOP luciferase reporter, UPR activation, luminescence; percent of tunicamycin response over DMSO baseline | activation, % at 10 µM | hit rate 0.34% among 330,000 | AID 449763;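 active = at 10 µM dose, activation of 40% or more, normalized to positive control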;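 note: 100% = tunicamycin at 10 µg/mL and 0% = DMSO alone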
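Test system: CHO CHOP reporter cells. Input: 500 CHO-CHOP cells per well. Medium: F12 with 10% FBS. Technique: luciferase luminescence. Measure: percent activation relative to tunicamycin control. Dosing: 10 µM compound, 0.5% DMSO. Timing: 16-18 h cell attachment, then 6 h compound exposure, 37 °C.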
CXCR6 inh = inhibitors of human CXCR6 receptor. CHO-K1 PathHunter CXCR6 beta-arrestin, luminescence. O00574. inhibition, % at 20 µM. hit rate 0.36% among 360,000. AID 602244; in the data active = inhibition above about 34%, passing the limit was not always enough;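 note: antagonist mode with CXCL16 agonist at 10 nM final; 0% = 10 nM CXCL16 with DMSO and 100% = unstimulated wells without agonist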
697 NFkB inh = inhibitors of the PMA/ionomycin-induced NF-kB reporter in 697 B cells; 697 B-cell NF-kB luciferase reporter, 16 h; inhibition, % at 4 µM; hit rate 0.33% among 330,000; in the data active = inhibition above about 35%
* hit, by the source's call; / = not tested or not shown; & = joins results of further samples. An unsorted share of the library (roughly 5% active in at least one column).

SMILES,Mdm2-MdmX inh,Gli-Sufu block,EBI2 block,CCR6 antagonist,Jurkat NFkB inh,XBP1 UPR activ,UPR CHOP act,CXCR6 inh,697 NFkB inh
COc1ccccc1OCc1nc(C#N)c(NCCCn2ccnc2)o1,8,-11,8,14,-14,-2,-0.9,-2,-25
COc1cc(OC)cc(C(=O)Nc2ccc(C(=O)c3ccncc3)cc2)c1,9,14,13,3,-2,-5,0.8,-17,3
Cc1cccc(C(=O)Oc2ccccc2/C=N/NC(=O)c2ccc(NC(=O)C(C)(C)C)cc2)c1,32,10,-5,2,-5,1,1.3,1,18
CCn1nnnc1SCC(=O)N1CCN(Cc2ccc3c(c2)OCCO3)CC1,4,-7,4,12,3,-2,1.8,-3,3
CCOC(=O)C1CCCNC1=O (stereo unspecified),21,8,-4,6,-4,-1,0.7,-5,10
C/C(=C\c1ccccc1)CN1CCN(C)CC1,-10,0,-8,7,4,-2,1.4,1,12
C[C@H]1COC(=O)[C@@H](CC(=O)OC(C)(C)C)C/C=C\C[C@H](CC(=O)NCCO)C(=O)N1,0,-2,4,-1,6,-2,-0.4,-15,4
Cc1cc2nnc(SCC(=O)N3CCCCC3)n2c(N)n1,-9,-5,3,-2,6,1,1.5,-8,5
Cc1ccc(-c2ccc(=O)n(Cc3cc(C)ccc3C)n2)cc1,3,-2,3,3,4,-2,0.5,9,-6
COc1ccc(N(CC(=O)Nc2ccccc2Cl)S(=O)(=O)c2ccc(C)cc2)cc1OC,20,/,4,19,7,-3,-2.0,9,9
CCCn1cc(C(CC(=O)O)C(=O)O)c2ccccc21 (stereo unspecified),11,1,0,-4,9,-3,0.3,-10,10
CCOC(=O)C1CCN(C(=O)c2ccc(CNS(=O)(=O)c3ccc(OC)cc3)cc2)CC1,19,12,-7,10,6,0,-1.9,2,-6
CCSc1nc(C)cc(C)c1S(=O)(=O)c1ccccc1C,2,-1,3,25,-7,-5,1.4,-6,15
O=C(NC(Cc1ccccc1)C(=O)O)/C(=C/c1cccc([N+](=O)[O-])c1)NC(=O)c1ccco1 (stereo unspecified),18,5,-7,7,3,0,1.6,1,14
O=C(CSc1ncn[nH]1)c1ccccc1,/,-10,5,3,/,/,/,0,/
O=C(O)c1cc(-c2ccc(/C=N/N3C(=O)C4C5C=CC(C6CC56)C4C3=O)o2)ccc1Cl (stereo unspecified),-4,1,8,6,-7,-3,0.6,-5,4
O=C(N1CCCC1)C12CC3CC(C1)CC(C(=O)N1CCCC1)(C3)C2,1,-5,2,6,-7,-1,-1.5,-9,0
CCOC(=O)c1c(C)nc2c(c(SC)nn2-c2ccccc2)c1N,6,-1,6,-5,-16,-1,-2.3,-1,11
O=c1c([N+](=O)[O-])c(N2CCOCC2)c2ccccc2n1-c1ccccc1,27,-6,-13,3,4,1,0.4,-2,11
COc1ccc(C(C)=O)cc1CSc1ccc(S(=O)(=O)N2CCOCC2)cn1,8,4,10,8,4,-2,-1.5,4,11
COc1ccc(OCC(=O)N2CCN(S(=O)(=O)c3ccc(Cl)cc3)CC2)cc1,15,-4,71*,14,13,-3,0.1,1,1
CC(C)[C@H](NC(=O)OC(C)(C)C)C(=O)N1CCC(C(=O)N[C@@H](C)C(=O)Nc2ccc(F)cc2)CC1,10,2,-5,12,0,-3,0.7,-4,-7
COc1ccc(OC)c(S(=O)(=O)NNC(=S)Nc2ccc3c(c2)OCO3)c1,19,-4,13,9,16,-1,0.1,5,4
N#Cc1nc(Cc2cccc3ccccc23)oc1NCCN1CCOCC1,26,25,-16,-13,6,-1,0.5,-4,-4
N#CCCN(CCC#N)c1nnc(-c2ccccc2)s1,5,-2,-3,-5,-1,-2,-1.0,-2,23
Cc1[nH]nc2c1C(C1CC=CCC1)C(C#N)=C(N)O2 (stereo unspecified),14,0,-1,-3,0,-3,4.3,-5,3
C=CCN1C(=O)CSc2ccc(C(=O)NCc3cccs3)cc21,14,2,4,14,10,1,-0.4,-3,23
COc1ccc(C(=O)OC(C)CN2CCN(C)CC2)cc1OC (stereo unspecified),17,23,8,-16,-18,-1,1.5,-5,-6
O=C(COC(=O)CCC(=O)c1ccc(F)cc1)Nc1ccc2[nH]c(=O)[nH]c2c1,11,-21,-12,6,-8,-3,-2.1,-3,-7
O=C(NCC(=O)N1CCc2ccccc2C1)c1ccccc1Cl,/,-16,5,5,/,/,/,-8,/

Following part.
SMILES,Mdm2-MdmX inh,Gli-Sufu block,EBI2 block,CCR6 antagonist,Jurkat NFkB inh,XBP1 UPR activ,UPR CHOP act,CXCR6 inh,697 NFkB inh
COc1ccc(C(=O)NCC2CCCO2)cc1 (stereo unspecified),9,-9,1,18,21,0,1.6,-12,-27
CC1/C(=C\c2ccc(Cl)cc2)C(=O)C2CC1C2(C)C (stereo unspecified),-7,6,1,16,-6,-2,2.6,-9,-11
Cc1ccccc1-n1c(-c2cccnc2)n[nH]c1=S,4,1,-7,4,-2,0,-0.8,6,7
COc1ccccc1NC(=O)CC(=O)c1cccc([N+](=O)[O-])c1,-7,-2,5,32,-6,-4,0.9,8,-9
Cc1cc(/C=N/n2cnnc2)c(C)n1-c1cccc(Cl)c1,26,8,-8,-4,-6,-2,-3.0,8,11
O=C(CCCN1C(=O)S/C(=C/C=C/c2ccccc2)C1=O)Nc1ccc(C(=O)O)cc1,14,-9,11,-1,25,0,3.4,-4,49*
CC(Oc1ccc(Br)cc1)c1nc2c3ccccc3nc(=S)n2[nH]1 (stereo unspecified),9,0,1,28,8,5,-0.1,17,-17
O=C1[C@H]2CC3CCC2(O3)[C@@H]2OCCCN12 (stereo partly specified),10,1,5,7,-38,-2,-1.1,-9,-9
COc1cc(C(=O)Nc2ccc3c(c2)OCCO3)ccc1OC(F)F,-89,-56,4,-6,-127,1,2.5,0,-2
CC(C)CN(CC(C)C)C(=O)C12CCC(C)(C(=O)C1)C2(C)C (stereo unspecified),12,2,-12,0,-11,-1,-1.3,8,-6
OCCn1c(Cl)nc2ccccc21,-2,2,-1,-5,-11,-1,-0.2,8,19
Cc1cc(C)c(C(=O)/C=C/c2ccco2)c(=O)[nH]1,5,3,-3,4,8,-2,0.6,1,0
CC1=NN(C(=O)COc2ccccc2)C(O)(c2cccnc2)C1 (stereo unspecified),19,5,-19,-1,-21,0,-1.7,-1,-4
CCOC(=O)C1(CCCc2ccccc2)CCN(C(=O)c2ccoc2)CC1,-20,8,1,24,7,-2,0.9,4,-24
CCOc1ccc(C(=O)CCC(=O)N(CC)CC(=O)Nc2c(F)cccc2F)cc1,10,-16,1,-5,2,-2,2.2,-5,12
CC(=O)c1csc(COc2ccc(Cl)cc2)n1,-39,-72,3,2,-110,1,6.4,8,-371
CS(=O)(=O)c1sc(C(=O)NC(=S)Nc2ccc(OC(F)(F)F)cc2)c2c1C=CCC2,4,12,8,29,-18,-4,-0.2,16,-7
O=C(Nc1cccc(C(F)(F)F)c1)c1cccnc1,-30,10,-6,-5,-12,-1,2.3,-13,12
CCOC(=O)[C@H](CCc1ccccc1)N[C@@H](C)C(=O)N1CCC[C@H]1C(=O)O,23&2,40&8,-5&-1,12&-10,-10&-8,-8&2,-1.4&-0.8,0&-1,4&-2
CCCOC(=O)c1ccc(NC(=O)c2c(Cl)ccc(Cl)c2OC)cc1,-18,-11,26,16,0,-2,-0.4,21,-24
O=S(=O)(Nc1nc2ccccc2s1)c1ccc(Cl)s1,26,6,1,13,0,-1,1.5,-2,6
COCCNC(=O)CSCc1nc(-c2ccc(SC)cc2)oc1C,5,55*,3,5,3,1,-5.4,4,84*
Cc1ccccc1Nc1c(-c2cccnc2)nc2ccccn12,29,-7,-8,14,0,-3,-0.3,-1,3
COc1ccc(/C(C)=N/N=C(\C)c2ccc(OC)cc2OC)c(OC)c1,-26,2,-4,11,4,0,1.6,-4,10
COc1cc(/C=C/C(=O)Nc2nnc(CC(C)C)s2)cc(OC)c1OC,3,5,-14,8,27,-3,2.8,-8,-42
Cc1ccc(N=C/C(C(=O)C(F)(F)F)=C(\O)c2cccs2)cc1,-153,-87,8,0,-100,4,4.5,10,-360
CC1c2ccccc2SC(CCCN(C)C)c2ccccc21 (stereo unspecified),52*,19,-14,-9,-9,0,0.1,4,-12
CCn1c(C)c(C)c2cc(C(=O)NCCN3CCOCC3)ccc21,-11,58*,6,4,-16,-3,-0.3,4,-50
CC(=O)Nc1ccc(NC(=O)CSc2nc(=O)n(Cc3cccnc3)c3c2CCC3)cc1,/,4,-13,-10,/,/,/,-4,/
O=C(Nc1ccon1)c1csc2ccccc12,28,2,-8,0,-7,0,-0.1,-4,14

Single values from the entries so far.
OCCn1c(Cl)nc2ccccc21 – Mdm2-MdmX inh = -2
COc1ccccc1NC(=O)CC(=O)c1cccc([N+](=O)[O-])c1 – 697 NFkB inh = -9
CC1c2ccccc2SC(CCCN(C)C)c2ccccc21 (stereo unspecified) – CXCR6 inh = 4

New compounds follow.
SMILES,Mdm2-MdmX inh,Gli-Sufu block,EBI2 block,CCR6 antagonist,Jurkat NFkB inh,XBP1 UPR activ,UPR CHOP act,CXCR6 inh,697 NFkB inh
Cc1ccc(OCC(=O)N2CCc3ccccc32)c([N+](=O)[O-])n1,-10,-22,4,-6,-26,1,1.2,3,-11
C/C(Cn1nc([N+](=O)[O-])cc1C)=N\NC(=O)c1ccc(O)cc1O,10,-4,-1,-1,-12,0,-0.7,0,-7
COC(=O)c1ccc(-c2nc(CN3CCCN(C(=O)c4ccco4)CC3)c(C)o2)cc1,6,-13,-6,9,-26,-6,1.5,0,-33
CC(=O)c1ccccc1NC(=O)COC(=O)C1CCCN1S(=O)(=O)c1ccccc1F (stereo unspecified),8,1,0,6,0,2,0.3,-4,-21
COCCNC(=O)c1cn(C)c2ccc(S(=O)(=O)N3CCCCC3)cc2c1=O,31,-13,0,1,9,-3,1.7,-7,22
O=C(COc1cccc(Cl)c1)Nc1nc(-c2ccc(S(=O)(=O)N3CCOCC3)cc2)cs1,/,19,12,4,/,/,/,-9,/
Cc1cccc(N2C(=O)N3[C@H](c4ccc(Br)cc4)[C@@H]4C(=O)N(C(C)(C)C)C(=O)[C@@H]4[C@]3(C)C2=O)c1,19,-7,-8,3,10,-1,2.4,6,26
Cc1ccc2c(c1)c1c(n2CC(O)Cn2c(C)nc3ccccc32)CCCC1 (stereo unspecified),15,3,5,0,10,-1,-0.5,-6,7
Cc1noc(C)c1NC(=O)N1CCN(Cc2ccccc2)CC1,3,11,-6,9,1,-5,-3.1,-2,8
CC(C)Cc1cc(C(=O)N2CCN(c3ccc(F)cc3)CC2)no1,17,1,1,5,7,-1,3.3,-2,3
Cc1nc(SCC(=O)NC2CCCC2)[nH]c(=O)c1Cc1ccccc1,-19,40,2,12,-5,-4,-1.3,10,6
C=CCNC(=O)C(=O)N/N=C/c1ccco1,11,0,2,16,1,-6,-0.5,4,-2
